Compound activity from PubChem.
Pf gamet viab = inhibitors of late stage P. falciparum gametocyte viability; inhibition, % at 10.9 µM; AID 743093; 150,000 compounds, 0.065% hits; P. falciparum stage V gametocytes, ATP luminescence, 24 h;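 active = inhibition above the mean plus 3 SD of compounds within the control limits, set per campaign, cut at about 38% in these data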;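 note: 0% = DMSO wells and 100% = medium only without gametocytes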
Mcl1 Bid PPI = Mcl-1/Bid interaction inhibition; inhibition, % at 21.7 µM; AID 1021; TR-FRET Mcl-1/Bid-Dy647 peptide binding, 1536-well; Q07820; 220,000 compounds, 0.97% hits;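 active = compounds that cut the binding signal by more than half at the single screening dose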;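 note: His-tagged Mcl-1 with europium anti-His antibody binding Bid BH3 peptide; 0% = Mcl-1 plus peptide wells and 100% = peptide-only wells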
Target sequence (Q07820 whole entry, looked up): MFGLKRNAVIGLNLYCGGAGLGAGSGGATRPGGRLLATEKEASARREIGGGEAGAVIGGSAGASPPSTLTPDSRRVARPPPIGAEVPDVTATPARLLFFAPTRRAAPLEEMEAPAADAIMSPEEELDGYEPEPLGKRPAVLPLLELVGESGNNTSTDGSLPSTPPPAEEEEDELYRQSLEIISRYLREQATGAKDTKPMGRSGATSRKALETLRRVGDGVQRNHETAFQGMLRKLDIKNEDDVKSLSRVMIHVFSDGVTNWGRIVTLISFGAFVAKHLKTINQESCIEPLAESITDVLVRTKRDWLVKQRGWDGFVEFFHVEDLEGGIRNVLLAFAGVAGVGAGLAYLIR
Bim-Mcl-1 = inhibitors of Bim-Mcl-1 interaction, human; Q07820; Bead-based flow cytometry, Bim peptide-Mcl-1 binding; inhibition, % at 10 µM; 190,000 compounds, 0.1% hits; AID 1009; in the data active = inhibition above about 40%;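 note: 0% = no compound tracer wells and 100% = peptide blocker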
Avidin fluor = compound fluoresces at 488/530 nm on avidin beads; 220,000 compounds, 0.38% hits; AID 1775; fluorescence (KMESF) at 10 µM; compound fluorescence 488/530 nm, flow cytometry; active compounds read high; in the data active = fluorescence above about 47; note: inactives centre near 10
Mcl1-Noxa inh = disrupts binding of human Mcl-1 to Noxa peptide; Q07820; TR-FRET Mcl-1/Noxa peptide binding, 2 h; inhibition, % at 21.7 µM; 220,000 compounds, 1.5% hits; AID 1022;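 active = compounds that cut the protein-peptide binding signal by more than 50% relative to plate controls in a single-dose test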;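 note: His-tagged Mcl-1 with rhodamine Noxa BH3 peptide and terbium anti-His antibody; 0% = Mcl-1 plus Noxa peptide wells and 100% = peptide-only wells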
* hit, by the source's call; . = not tested or not shown; & = joins results of further samples.

1) CCC12CCCN3CCc4c(n(c5ccccc45)C(O)(C(=O)OC)C1)C32 (stereo not drawn)
2) C/C=C(/C)C(=O)O[C@@H]1c2cc3c(c4c2[C@@]2(CO4)C(=O)C(OC)=C(OC)C=C2C[C@@H](C)[C@H]1C)OCO3
3) COc1cc2c(c(OC)c1OC)-c1c(cc(OC)c(OC)c1OC)C[C@H](C)[C@H](C)C2
4) C[C@H]1c2cccc(O)c2C(O)=C2C(=O)[C@]3(O)C(O)=C(C(N)=O)C(=O)[C@@H](N(C)C)[C@@H]3[C@@H](O)[C@@H]21
5) C[C@@H]1C[C@H]2[C@@H]3C[C@H](F)C4=CC(=O)C(Cl)=C[C@]4(C)[C@@]3(F)[C@@H](O)C[C@]2(C)[C@@]1(O)C(=O)CO
6) CC(=O)O[C@@]12CO[C@@H]1C[C@H](O)[C@@]1(C)C(=O)[C@H](O)C3=C(C)[C@@H](OC(=O)[C@H](O)[C@@H](NC(=O)OC(C)(C)C)c4ccccc4)C[C@](O)([C@@H](OC(=O)c4ccccc4)[C@H]21)C3(C)C
7) CN(CCOc1ccc(NS(C)(=O)=O)cc1)CCc1ccc(NS(C)(=O)=O)cc1
8) C#C[C@]1(O)CC[C@H]2[C@@H]3CCC4=CC(=O)CC[C@@H]4[C@H]3CC[C@@]21CC
9) CN=C(N)NC(=O)Nc1c(C)cccc1C
assay / compound | 1 | 2 | 3 | 4 | 5 | 6 | 7 | 8 | 9
Mcl1-Noxa inh | -2 | 2 | -13 | -84 | 14 | -20 | 1 | -26&-18 | 2
Bim-Mcl-1 | . | . | . | . | -1 | 0 | 1 | 0&1 | .
Mcl1 Bid PPI | -18 | 13 | -4 | -52 | 3 | 4 | 84* | -1&4 | 1
Pf gamet viab | . | . | . | . | . | . | . | . | -2
Avidin fluor | 4 | 14 | 10 | 8 | 6 | 6 | 8 | 6&6 | 9

An excerpt from above in order of formula weight, smallest number first:
3) COc1cc2c(c(OC)c1OC)-c1c(cc(OC)c(OC)c1OC)C[C@H](C)[C@H](C)C2
7) CN(CCOc1ccc(NS(C)(=O)=O)cc1)CCc1ccc(NS(C)(=O)=O)cc1
6) CC(=O)O[C@@]12CO[C@@H]1C[C@H](O)[C@@]1(C)C(=O)[C@H](O)C3=C(C)[C@@H](OC(=O)[C@H](O)[C@@H](NC(=O)OC(C)(C)C)c4ccccc4)C[C@](O)([C@@H](OC(=O)c4ccccc4)[C@H]21)C3(C)C
assay / compound | 3 | 7 | 6
Mcl1-Noxa inh | -13 | 1 | -20
Bim-Mcl-1 | . | 1 | 0
Mcl1 Bid PPI | -4 | 84* | 4
Pf gamet viab | . | . | .
Avidin fluor | 10 | 8 | 6

Profiles from above.
`CN(CCOc1ccc(NS(C)(=O)=O)cc1)CCc1ccc(NS(C)(=O)=O)cc1` is listed as Mcl1-Noxa inh: 1; Bim-Mcl-1: 1; Mcl1 Bid PPI: 84*; Pf gamet viab: .; Avidin fluor: 8
`C[C@@H]1C[C@H]2[C@@H]3C[C@H](F)C4=CC(=O)C(Cl)=C[C@]4(C)[C@@]3(F)[C@@H](O)C[C@]2(C)[C@@]1(O)C(=O)CO` is listed as Mcl1-Noxa inh: 14; Bim-Mcl-1: -1; Mcl1 Bid PPI: 3; Pf gamet viab: .; Avidin fluor: 6

An excerpt; rates above refer to the full screens.
